Bioassay records (PubChem)
bovine MsrA act: bovine MsrA enzyme activators, primary screen, biochemical, absorbance, HTS. Methionine sulfoxide reductase A (Bos taurus). purified bovine MsrA, absorbance read-out. 360,000 compounds, 0.3% hits. activation, % at 10.6 µM; in the data active = activation above about 7.5%;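 also: 0% = vehicle and 100% = reference activator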
MsrA inhibitor: bovine MsrA enzyme inhibitors, primary screen, biochemical, absorbance, HTS; Methionine sulfoxide reductase A (Bos taurus); purified bovine MsrA, absorbance read-out; inhibition, % at 15.5 µM; 360,000 compounds, 0.75% hits; AID 651718, 2012; in the data active = inhibition above about 4.5%;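 also: 0% = vehicle wells with enzyme and 100% = reference inhibitor wells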
Rin1-Abl PPI inh: inhibitors of Rin1-Abl protein binding, primary screen, biochemical, TR-FRET; 360,000 compounds, 0.4% hits; Tyrosine-protein kinase ABL1 (Homo sapiens) + Ras and Rab interactor 1 (Homo sapiens), …; inhibition, % at 7.35 µM; in the data active = inhibition above about 5%, passing the limit was not always enough
PABP1 MLLE inh: inhibitors of PABP1 MLLE–PAM2 peptide binding, primary screen, biochemical, fluorescence polarization, FITC-PAM2, GST-MLLE | inhibition, % at 20 µM | Polyadenylate-binding protein 1 (Homo sapiens), P11940 | 360,000 compounds, 0.36% hits; in the data active = inhibition above about 35%, passing the limit was not always enough;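 also: plate controls were DMSO wells with GST-MLLE for no effect and wells lacking GST-MLLE protein for full effect; some results filed as inactive read as strong as hits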
E coli Lon inh: inhibitors of E. coli Lon protease, primary screen, biochemical, fluorescence polarization | purified E. coli Lon protease | inhibition, % at 7.94 µM | 360,000 compounds, 0.42% hits; in the data active = inhibition above about 13%, passing the limit was not always enough;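 also: 0% = enzyme with probe and DMSO and 100% = no enzyme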
Tb MetRS inh: T. brucei MetRS inhibitors, primary screen, biochemical, luminescence; methionyl-tRNA synthetase (Trypanosoma brucei brucei); purified T. brucei MetRS, ATP depletion, Kinase-Glo luminescence; inhibition, % at 11.9 µM; 360,000 compounds, 0.4% hits; AID 624268, 2012;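 active = inhibition above a per-plate cutoff of the control wells' mean inhibition plus 3 SD, cut at about 5.5% in these data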;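 also: 0% = DMSO wells median and 100% = median of wells with control inhibitor compound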
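Measured by: Kinase-Glo luciferase luminescence reporting remaining unconsumed ATP. Material: purified T. brucei MetRS enzyme. Doses: 11.9 µM compound single dose, 0.9% DMSO. Medium: HEPES buffer containing pyrophosphatase, BSA, spermine, DTT. Times: 15 min preincubation, 2 h reaction, all 25 °C. Reagent: methionine, ATP and bulk E. coli tRNA.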
CSN deneddyl inh: inhibitors of CSN-mediated cullin deneddylation, primary screen, biochemical, fluorescence polarization, uHTS. Purified CSN, SCF-Nedd8-OG deneddylation. inhibition, % at 12.5 µM. 360,000 compounds, 0.38% hits. AID 651999, 2013;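 active = pattern-corrected inhibition above about 35%, with an unprinted fluorescence ratio check between 0.5 and 1.5, limit read from the data, passing the limit was not always enough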;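 also: 0% = enzyme with substrate and 100% = substrate without enzyme; some results filed as inactive read as strong as hits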
Target sequence (Q92905 whole entry, looked up, one chain of several): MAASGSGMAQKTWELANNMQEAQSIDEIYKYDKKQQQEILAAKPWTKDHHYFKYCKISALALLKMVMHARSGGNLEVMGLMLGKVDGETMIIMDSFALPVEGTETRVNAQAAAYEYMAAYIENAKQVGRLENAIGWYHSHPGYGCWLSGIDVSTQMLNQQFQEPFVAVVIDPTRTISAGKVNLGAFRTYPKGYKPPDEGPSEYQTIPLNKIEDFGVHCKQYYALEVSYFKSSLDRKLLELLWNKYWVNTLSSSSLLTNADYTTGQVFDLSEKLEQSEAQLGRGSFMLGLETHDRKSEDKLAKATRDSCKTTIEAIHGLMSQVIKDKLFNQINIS
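assay system = purified human Csn5 enzyme expressed in HEK293T cells | amount = 0.24 nM enzyme | buffer or medium = Tris/NaCl/DTT buffer, pH 7.5 | reagent = 10 nM SCFSkp2-Nedd8OG | compound = one concentration, 12.5 µM, 0.25% DMSO | times = 90 min reaction at room temperature | signal = FP | read-out basis = % inhibition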
Neddylation inh: inhibitors of cullin neddylation, primary screen, biochemical, TR-FRET, uHTS, NAE and Ubc12 | NEDD8-conjugating enzyme Ubc12 (Homo sapiens) + NEDD8-activating enzyme E1 regulatory … | calls only at 25 µM | 360,000 compounds, 0.58% hits | AID 651699, 2012; in the data active = inhibition above about 36%
Target sequence (P61081 whole entry, looked up): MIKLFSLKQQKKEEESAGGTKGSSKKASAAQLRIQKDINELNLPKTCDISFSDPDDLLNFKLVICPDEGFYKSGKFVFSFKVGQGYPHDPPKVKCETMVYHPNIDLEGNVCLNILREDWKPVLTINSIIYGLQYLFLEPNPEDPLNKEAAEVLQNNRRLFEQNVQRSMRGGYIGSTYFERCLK
Target sequence (Q13564 whole entry, looked up): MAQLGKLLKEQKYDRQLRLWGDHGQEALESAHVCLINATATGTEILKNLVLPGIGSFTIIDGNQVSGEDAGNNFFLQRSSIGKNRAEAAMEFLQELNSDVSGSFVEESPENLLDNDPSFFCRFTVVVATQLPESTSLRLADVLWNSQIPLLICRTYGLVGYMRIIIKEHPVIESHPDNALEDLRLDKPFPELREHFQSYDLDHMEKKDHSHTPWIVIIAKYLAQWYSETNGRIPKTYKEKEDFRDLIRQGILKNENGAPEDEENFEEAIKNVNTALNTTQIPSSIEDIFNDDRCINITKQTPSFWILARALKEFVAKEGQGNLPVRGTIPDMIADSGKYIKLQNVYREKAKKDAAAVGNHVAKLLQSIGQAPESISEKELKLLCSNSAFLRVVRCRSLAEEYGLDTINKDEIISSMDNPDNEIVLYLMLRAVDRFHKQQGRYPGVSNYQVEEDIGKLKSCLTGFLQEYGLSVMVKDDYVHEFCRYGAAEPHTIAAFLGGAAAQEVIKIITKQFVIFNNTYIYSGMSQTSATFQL
FAS-TE inh: FAS thioesterase domain inhibitors, primary screen, biochemical, fluorescence intensity, uHTS; recombinant FAS-TE, OMFH fluorogenic substrate, fluorescence endpoint; Fatty acid synthase (Homo sapiens), P49327; AID 602261, 2012; inhibition, % at 15 µM; 360,000 compounds, 0.67% hits;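 active = compounds whose normalised, plate-corrected inhibition of enzyme fluorescence in the single-dose primary screen is 50% or more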;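 also: 0% = DMSO with enzyme and 100% = substrate without enzyme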
* = called active by the depositor; i = inactive; / = not tested or not shown; & = joins results of further samples. No enrichment for hits; overall some 4% were active at least once.

SMILES	bovine MsrA act	MsrA inhibitor	Rin1-Abl PPI inh	PABP1 MLLE inh	E coli Lon inh	Tb MetRS inh	CSN deneddyl inh	Neddylation inh	FAS-TE inh
CCCCN1C(=O)N(c2nnc(C(C)(C)C)s2)C(O)C1c1ccc(C)cc1 (configuration not stated)	0	-0.9	4	5	-2	0.6	1	i	17
O=C(NNS(=O)(=O)c1ccc(C(F)(F)F)cc1)c1cnn(-c2ccccc2)c1C(F)(F)F	2	-1.0	1	2	-6	0.1	0	i	8
Cc1ccc(-c2csc(NC(=S)NC(=O)c3cccs3)n2)cc1	-3	-1.0	-1	4	-7	0.0	-11	i	-1
O=C(C1CCC1)N1CCN(Cc2ccccc2)CC1	-5	-0.4	-2	1	3	-0.7	2	i	-8
Cc1cc(-n2cnc3c(=O)[nH]cnc32)ccc1N	-1	0.9	0	2	-1	0.0	3	i	-5
CC(Sc1n[nH]c(-c2cccs2)n1)C(=O)Nc1ccccc1F (configuration not stated)	4	0.5	1	-25	-6	0.1	-1	i	-8
O=C(OCC1OC(n2cc(Br)c(=O)[nH]c2=O)C(Br)C1O)c1ccccc1 (configuration not stated)	-1	0.3	2	-18	-2	-1.0	1	i	-4
CCOc1nc(NC(=O)NS(=O)(=O)c2ccccc2F)nc(-c2ccccc2)n1	-3	0.1	0	9	3	0.1	-9	i	-3
COc1cc(OC)cc(C(=O)Nc2ncc3c(n2)CC(C)(C)CC3=O)c1	-4	1.3	-2	0	-2	-1.3	1	i	-4
CCN1CCN(Cc2ccc(NC(=O)c3cc(NC(=O)c4cc5cccc(OC)c5o4)cc(OC)c3)cc2C(F)(F)F)CC1	4&1	0.1&-0.7	-4&-1	-5&0	-1&-2	-1.5&-0.3	6&-1	i	11&2
Cc1cccc(NC(=O)c2ccc3c(c2)OCCO3)c1C	2	-0.4	0	13	1	-0.2	-1	i	-6
O=C(COC(=O)c1ccco1)NCC1CCCCC1	-2	-1.3	1	0	8	-0.1	0	i	-3
CC(=O)NC(c1cccc(F)c1)c1nc(-c2cc(F)cc(Cl)c2)cs1 (configuration not stated)	0	0.3	1	-53	1	0.0	3	i	16
OCC1CCCN(c2nc(CN3CCCCC3)nc3scc(-c4ccccc4)c23)C1 (configuration not stated)	-2	2.0	-1	-12	1	-0.7	-1	i	4
Cc1ccc(CCNC(=O)CN(c2ccc(C)cc2)S(=O)(=O)c2c(C)noc2C)cc1	-1	1.1	3	11	-9	-0.3	0	i	15
COC(=O)c1ccc(C)c(NS(=O)(=O)c2ccc(OC)c(OC)c2)c1	-2	0.3	3	0	-2	0.0	-2	i	-11
COC(=O)[C@@]1(Cc2ccc(OC)cc2)[C@H]2c3cc(C(=O)N4CCCC4)n(CCN4CCOCC4)c3C[C@H]2CN1C(=O)c1ccccc1	-1	-1.2	/	/	0	-0.9	0	i	-6
Cc1ccnc(NC(=O)CSc2ccccn2)c1	-3	-0.3	-4	1	-2	-0.3	-5	i	-5
Cc1cc(C)nc(SCc2ccc(Cl)cc2)n1	-2	0.4	-1	6	-5	0.6	0	i	11
C=CCNC(=O)c1ccc(N(Cc2ccc(Cl)cc2)S(C)(=O)=O)cc1	-7	-1.1	-2	-13	8	-0.6	-2	i	0
COc1ccccc1C(=O)Nc1nc2cc3c(cc2s1)OCCO3	-3	/	-4	6	-11	-0.2	0	i	0
CCc1nc2c(OCCC3CCCCC3)cccn2c1N(C=O)Cc1ccc(OC)cc1	-5	-0.9	-1	-1	5	-0.4	-4	i	27
COCCn1c(SCc2ccccc2Cl)nc2c1c(=O)[nH]c(=O)n2C	-1	-1.1	3	20	-1	-0.9	-1	i	-8
O=C(Nc1ccc2c(c1)OCO2)O[C@@H]1C[C@H]2CCCC(=O)N3CC[C@@H](C1)[C@@H]23	-3	0.5	-1	-3	5	0.2	2	i	-8
O=C(Nc1nnc([C@@H]2C[C@H](O)[C@@H](CO)O2)s1)Nc1ccccc1F	-1	1.8	-2	-13	-6	2.4	0	i	-9
Carrying on:
SMILES	bovine MsrA act	MsrA inhibitor	Rin1-Abl PPI inh	PABP1 MLLE inh	E coli Lon inh	Tb MetRS inh	CSN deneddyl inh	Neddylation inh	FAS-TE inh
CC(Sc1ccccc1)C(=O)NNC(=O)c1csc(N2CCOCC2)n1 (configuration not stated)	0	1.8	4	1	-1	0.3	-5	i	-5
COCCNC(=O)C(c1cccs1)N(C(=O)Cn1nnc2ccccc21)c1ccc(OC)cc1 (configuration not stated)	-12	-0.4	3	9	-1	-0.7	1	i	-16
Cc1cc(N2CCN(C)CC2)nc2ccc(NC(=O)c3ccccc3F)cc12	-2	2.9	-5	6	0	-0.3	-1	i	0
C=CC[C@H](CC(=O)N(CCO)Cc1ccccc1)C(=O)NCCOC(=O)[C@H](CC=C)CC(=O)OC(C)(C)C	-1	-0.8	-2	4	-9	-1.0	0	i	-5
COc1ccccc1N1CCN(CC(O)COc2ccc3c(C)cc(=O)oc3c2)CC1 (configuration not stated)	-4	0.5	-5	-13	-9	-0.5	-2	i	-4
COc1ccc(CCNC(=O)COC(=O)c2cc(S(=O)(=O)N3CCCC3)ccc2O)cc1	-3	0.1	0	-11	-15	0.1	-6	i	-10
Cc1cc(Cl)ccc1OCCCC(=O)N/N=C/c1cccc([N+](=O)[O-])c1	-1	-1.3	3	1	1	-0.5	-1	i	5
Cc1cccc(N)c1SC1CCCCC1O (configuration not stated)	-7	-1.3	-2	-9	6	-0.7	-11	i	-10
O=C(Nc1cccc(S(=O)(=O)C(F)F)c1)c1ccc(S(=O)(=O)N2CCCCC2)cc1	-10	-0.5	6	-7	-5	-0.8	0	i	26
CCCc1cc(N2CCN(C(=O)c3ccco3)CC2)n2c(nc3ccccc32)c1C#N	-2	0.6	-9	3	2	-0.2	7	/	26
O=S(=O)(c1ccccc1)c1nc(-c2ccco2)oc1NCc1ccccc1	-2	-0.2	-3	-8	3	0.1	-12	i	19
CC(Sc1ccc(Cl)cc1)C(=O)Nc1ccc(S(=O)(=O)N2CCOCC2)cc1 (configuration not stated)	-10	0.3	1	4	-5	0.1	3	i	17
COc1ccc(/C=N/NC(=O)NC23CC4CC(CC(C4)C2)C3)c(OC)c1	-8	-0.1	1	-3	4	-1.3	6	i	16
COc1cc(/C=C/C(=O)OCC(=O)NCc2ccco2)ccc1O	-5	3.8	0	-11	-8	-0.5	-6	i	-5
CCOC(=O)Cc1csc(NC(=O)CSc2nnc(-c3ccc(C)cc3)o2)n1	-6	0.0	3	-14	-5	-0.2	0	i	-1
CCc1nnc2n1N=C(c1cccc([N+](=O)[O-])c1)CS2	-9	0.6	-2	5	3	-1.0	3	i	42
CC(C)c1nc2oc3c(NCc4cccnc4)ncnc3c2c2c1CCC2	-7	-0.3	3	-9	0	-0.9	4	i	-5
CCN1C[C@@H]2[C@@H]3C(=O)N(Cc4ccccc4)C(=O)[C@@H]3[C@](Cc3ccccc3)(C1=O)N2C(=O)c1ccc(C(C)(C)C)cc1	1	-1.3	1	-4	-13	0.4	-2	i	20
COc1cc(/C=C2/NC(=O)N(CC(=O)Nc3ccc(C)cc3)C2=O)ccc1Oc1ccc([N+](=O)[O-])cn1	-4	-1.1	3	-3	-5	-0.2	5	i	-2
O=C(CNC(=O)c1ccc(Br)o1)NNC(=O)c1ccc(Br)cc1	-2	-1.8	-3	10	1	-0.1	-5	i	-7
COc1ccc(CNC(=O)CN(Cc2ccccc2OC)C(=O)c2csnn2)cc1	-5	-1.0	0	17	-5	0.4	4	i	-4
CCCCn1nc2cc(C(=O)NCC34CC5CC(CC(C5)C3)C4)ccc2c1OC	0	-0.4	1	-9	0	0.3	-1	/	-1
CCCc1cc(=O)oc2c3c(cc(OCC(=O)N[C@@H](C)C(=O)O)c12)OC(C)(C)CC3	-5	3.9	-3	2	3	-0.3	2	/	0
Cn1cc(CN2CCN(Cc3ccc4c(c3)OCO4)CC2)c(-c2ccccc2F)n1	-5	-0.7	3	-13	-6	-0.7	0	i	1
Cc1ccc(S(=O)(=O)N2CCN(C(=O)N(C)C)CC2)cc1	-8	2.4	-2	-13	-12	-1.8	-6	i	-7
(further entries)
SMILES	bovine MsrA act	MsrA inhibitor	Rin1-Abl PPI inh	PABP1 MLLE inh	E coli Lon inh	Tb MetRS inh	CSN deneddyl inh	Neddylation inh	FAS-TE inh
Cc1ccc(CNC(=O)CN2C(=O)COc3ccc(C)cc32)cc1	-1	0.2	-1	-3	-7	-0.5	-2	i	-2
CN1CCN(c2ccc(-c3cc(NC=O)c4ncc(-c5ccccc5)n4c3)cc2)CC1	-1	-0.8	-6	-75	-24	-0.2	10	i	6
COc1ccc(Cc2nnc(Nc3ccccc3)s2)cc1Br	2	1.1	3	-1	-13	-0.5	7	i	16
Cc1ccc2c(c1)sc(=NC(=O)C1CC1)n2C	-3	2.2	-2	-11	2	-0.7	2	i	-3
CCC(c1nnnn1Cc1ccc2c(c1)OCO2)N1CCN(c2ccc(OC)cc2)CC1 (configuration not stated)	-16	-1.3	7	-1	-7	-1.4	3	i	15
O=C(NCC1CCCO1)c1cc(S(=O)(=O)N2CCCC2)c(Cl)cc1Cl (configuration not stated)	0	0.8	0	5	0	0.6	-5	i	0
O=C(N/N=C/c1cccn1-c1ccccc1)c1ccncc1	-6	3.2	-1	-6	-6	-0.3	-7	i	-3
CCOC(=O)C1(Cc2ccccc2C)CCCN(Cc2ccc(NC(C)=O)cc2)C1 (configuration not stated)	-5	-0.6	0	-2	1	0.7	-2	i	-2
CC(C)(C)C(=O)CN1C2=NCCCN2c2ccccc21	0	-0.3	-1	-7	-2	-0.6	1	i	-7
CCOc1ccccc1NC(=O)NC1Cc2ccccc2C1	-5	/	1	4	3	-0.7	3	i	4
CCOC(=O)Cc1csc(NC(=O)C(C)(C)C)n1	-5	-0.9	1	2	-2	-0.9	-8	i	-11
O=C1/C(=C/c2ccc(O)cc2)CCc2ccc([N+](=O)[O-])cc21	1	-1.0	-1	-1	-16	-0.8	3	i	-6
COc1cc(OC)cc(C(=O)NCC(=O)NCCN2C(=O)S/C(=C\c3ccccc3Cl)C2=O)c1	-2	0.2	0	8	6	-0.3	-1	i	23

Part of the list above in order of SMILES length, smallest number first:
SMILES	bovine MsrA act	MsrA inhibitor	Rin1-Abl PPI inh	PABP1 MLLE inh	E coli Lon inh	Tb MetRS inh	CSN deneddyl inh	Neddylation inh	FAS-TE inh
CCOc1ccccc1NC(=O)NC1Cc2ccccc2C1	-5	/	1	4	3	-0.7	3	i	4
COc1ccc(Cc2nnc(Nc3ccccc3)s2)cc1Br	2	1.1	3	-1	-13	-0.5	7	i	16
O=C(N/N=C/c1cccn1-c1ccccc1)c1ccncc1	-6	3.2	-1	-6	-6	-0.3	-7	i	-3
O=C(NCC1CCCO1)c1cc(S(=O)(=O)N2CCCC2)c(Cl)cc1Cl (configuration not stated)	0	0.8	0	5	0	0.6	-5	i	0
CCC(c1nnnn1Cc1ccc2c(c1)OCO2)N1CCN(c2ccc(OC)cc2)CC1 (configuration not stated)	-16	-1.3	7	-1	-7	-1.4	3	i	15
